Polio RdRp inh: inhibitors of poliovirus RNA polymerase binding and polymerization. % elongation, % (compound at 16.7 µg/mL). 150,000 compounds, 0.66% hits. poliovirus polymerase elongation, fluorescence polarization; stronger effect = lower value; in the data active = % elongation below about 90%; note: some results filed as inactive read as strong as hits
Target sequence (P03300 1749-2209 limits assumed): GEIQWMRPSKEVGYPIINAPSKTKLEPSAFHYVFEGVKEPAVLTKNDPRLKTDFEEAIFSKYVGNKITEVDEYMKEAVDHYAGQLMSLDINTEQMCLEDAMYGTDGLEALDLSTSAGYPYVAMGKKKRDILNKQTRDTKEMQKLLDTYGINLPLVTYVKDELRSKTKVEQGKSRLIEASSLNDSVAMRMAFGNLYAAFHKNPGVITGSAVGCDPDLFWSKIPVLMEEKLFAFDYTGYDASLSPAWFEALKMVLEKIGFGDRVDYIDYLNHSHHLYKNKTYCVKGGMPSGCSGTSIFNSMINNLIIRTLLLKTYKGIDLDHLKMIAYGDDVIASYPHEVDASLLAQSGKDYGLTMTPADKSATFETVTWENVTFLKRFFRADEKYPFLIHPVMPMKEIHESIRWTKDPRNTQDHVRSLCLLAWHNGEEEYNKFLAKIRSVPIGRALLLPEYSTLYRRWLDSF
Polio RdRp inh FP z-score: also measured in Polio RdRp inh; calls as there; z-score; measured here: FP z-score; hits read low
* hit, by the source's call; & = joins results of further samples. Only part of the results is shown; rates above refer to the full screens.

nr	SMILES	Polio RdRp inh	Polio RdRp inh FP z-score
1	O=C(COc1ccc(C2=NN(C(=O)c3cccs3)C(c3ccco3)C2)cc1)N1CCCCC1 (configuration not stated)	105.0	0.6
2	COc1ccc(C2C(C(=O)Nc3cccnc3)=C(C)Nc3nc(-c4ccc(OC)c(OC)c4)nn32)cc1 (configuration not stated)	108.0	0.8
3	CCOC(=O)c1c(C)oc2ccc(O)cc12	101.0	0.4
4	O=C(CC1C(=O)N(Cc2ccc(F)cc2)C(=S)N1Cc1ccco1)Nc1ccc(Cl)cc1 (configuration not stated)	100.0	-0.1
5	CCc1ccc(NC(=O)Cn2c(=O)n(Cc3nc(-c4ccccc4)no3)c(=O)c3cc4c(cc32)OCO4)cc1	110.0	0.4
6	CC(C)Cn1c(=O)c2ccccc2n2c(CCC(=O)Nc3ccccc3)nnc12	103.0	0.5
7	COc1ccc(-c2cn3c(n2)sc2cc(C(=O)NCCc4ccc(OC)cc4OC)ccc23)cc1	109.0	0.6
8	O=C(NC1CCCCCC1)C1CCN(S(=O)(=O)c2cccc3nonc23)CC1	102.0	0.2
9	O=C(NNc1cc(C(F)(F)F)ccc1Cl)c1ccc(=O)[nH]c1	101.0	0
10	Cc1cccc2nc(Cn3c(=O)n(-c4ccccc4)c(=O)c4c5c(sc43)CCC5)cc(=O)n12	109.0	0.7
11	Cc1cc(C(F)(F)F)c(C#N)c(SCC(=O)c2ccc[nH]2)n1	45.0	-7
12	CCCc1nc2sc3c(Cl)ncnc3c2c2c1CCCC2	101.0	-0.2
13	COC(=O)c1ccc([C@@H]2Nc3c(cccc3C(F)(F)F)[C@@H]3C=CC[C@@H]32)cc1	112.0	0.3
14	O=C(Nc1nccs1)c1ccc(-c2ccccc2C(F)(F)F)o1	100.0	-0.4
15	Cc1ccc(S(=O)(=O)C(CC(=O)c2ccco2)c2ccc(Cl)cc2)cc1 (configuration not stated)	103.0	-0.1
16	CCc1cccc(-n2nnc(-c3nsc(NC(=O)c4cccs4)n3)c2C)c1	111.0	1
17	Cc1ccc(C)c(N2CCN(C(=O)NC3CCCCC3)CC2)c1	104.0	0.6
18	Cc1cc2c(cc1C)-n1c(-c3ccccc3)c3c(=O)n(C)c(=O)n(C)c3c1C(c1ccco1)N2 (configuration not stated)	98.0	-1.5
19	CCc1ccc(NC(=O)C2CCN(C(=O)c3ccccc3C)CC2)cc1	101.0	0.1
20	CC1CCN(C(=O)CS(=O)(=O)Cc2ccccc2)CC1	104.0	0.8
21	O=C(c1cc2ccccc2oc1=O)N1CCCc2ccccc21	99.0	-0.3
22	CC(C)(C)C(=O)OC[C@H]1O[C@@H](n2cnc3c(=O)[nH]cnc32)C[C@@H]1O	105.0	0.9
23	O=C(CSc1nc2[nH]c(=O)cc(O)c2s1)Nc1ccccc1	100.0	-0.7
24	CCOc1ccc(Nc2c(S(=O)(=O)c3ccc(C)cc3)cnc3ccc(OC)cc23)cc1	107.0	0.3
25	CCn1c(=N)n(CCOc2ccc(Cl)cc2)c2ccccc21	103.0	0.1
26	CC(C)(C)c1ccc(C(=O)NC(Cc2c[nH]c3ccccc23)C(=O)OCC(=O)c2ccccc2)cc1 (configuration not stated)	106.0	0.2
27	Cc1cccc(N2CCCC2=Nc2ccc(Br)cc2C#N)c1	101.0	-0.3
28	FC(F)Sc1nnc(-c2ccccc2)n1-c1ccccc1	104.0	1.5
29	c1ccc2oc(CCc3nc4ccccc4o3)nc2c1	99.0	-0.7
30	Cc1c(Cc2ccccc2)c(=O)oc2cc3oc4c(c3cc12)CCCC4	105.0	0.8
31	CC1CCN(c2ccc(C(F)(F)F)cn2)CC1	106.0	0.5
32	O=S(=O)(c1ccc(I)cc1)N1CCCCCC1	102.0	0.2
33	CN1C2CCC1CC(OC(=O)c1ccc(Cl)cc1)C2 (configuration not stated)	101.0	0
34	COc1ccc(N2CCN(C3=NS(=O)(=O)C(c4cccc(Br)c4)=C3C)CC2)cc1	109.0	0.4
35	CC1(C)CC(=O)C2=C(C1)NC(=S)NC2C1CCCCC1 (configuration not stated)	101.0	-0.1
36	CC(C)C(NS(=O)(=O)c1ccccc1)C(C)C	105.0	1
37	CC(=O)Nc1nccc(-c2cc(-c3cccc(C(F)(F)F)c3)no2)n1	100.0	-1.1
38	CCOC(=O)c1ccc(N2CC3=C(C2=O)C(c2ccc(OC)cc2)NC(=O)N3C)cc1 (configuration not stated)	100.0	-0.4
39	COCCn1c(C)cc(O)c(C(c2ccncc2)N2CCCCC2)c1=O (configuration not stated)	101.0	-0.4
40	Cc1ccc(C)c(N=Cc2ccc(C#N)cc2)c1	106.0	0.4
41	O=S(=O)(c1ccc(-c2ccno2)s1)N1CCCC1	102.0	0
42	CCc1cc(=O)oc2c(C)c3c(cc12)CN(Cc1ccccc1)CO3	100.0	-0.7
43	CC(NC(=O)C1CCN(S(=O)(=O)c2ccc3nc4c(c(C(=O)O)c3c2)CCCC4)CC1)c1ccccc1 (configuration not stated)	101.0	-0.9
44	CC(C)c1cc(-c2nc(-c3ccc(Br)cc3)no2)n[nH]1	106.0	0
45	CCOC(=O)c1c(C)c(-c2ccccc2)n(CC(=O)NC2CCCCC2)c1C	110.0	1.6
46	CCc1nn(CC(=O)NCc2ccccc2Cl)c(=O)c2cccn12	107.0	-0.1
47	CCC(Cc1ccccc1)NC(=O)c1c[nH]c2ccc(S(=O)(=O)N3CCC(C)CC3)cc2c1=O (configuration not stated)	103.0	0.4
48	CCOc1ccc(CCNC(=O)CCn2c(=O)c3cccn3c3cccnc32)cc1	102.0	-1
49	O=C(CSc1ncccn1)c1ccc(C2CCCCC2)cc1	104.0	1
50	O=C(COC(=O)C1CCCCN1S(=O)(=O)c1ccccc1)Nc1ccccc1C(=O)NC1CC1 (configuration not stated)	106.0	0.5

(continued)
nr	SMILES	Polio RdRp inh	Polio RdRp inh FP z-score
51	O=C(CC12CC3CC(CC(C3)C1)C2)NCC(=O)Nc1cccnc1	99.0	-0.3
52	CC1(C(=O)Nc2cccc(Br)c2)CC(=O)N=C2C=CC=CN21 (configuration not stated)	100.0	0
53	CSC(=NC#N)/N=c1/nc(SC)n(C)n1C	103.0	-0.2
54	COc1cccc(N2C(=O)CSC23C(=O)N(CC(=O)NCc2ccc(C)cc2)c2ccccc23)c1 (configuration not stated)	102.0	-0.1
55	C=CCNc1nc2c(C)cccn2c(=O)c1/C=C1\SC(=S)NC1=O	72.0	-5.7
56	Cc1cc(C(=O)OC(C)C(=O)Nc2ccc(Cl)cc2Cl)c(C)o1 (configuration not stated)	103.0	0.7
57	CC(C)(C)c1cc(C(=O)Oc2cccc(C(F)(F)F)c2)n(Cc2ccccc2)n1	106.0	0.6
58	NC(=O)COC(=O)CCc1nc2ccccc2c(=O)[nH]1	114.0	1.6
59	Cc1nc2ccc(Nc3nc4cc(Cl)ccc4o3)cc2s1	102.0	-0.1
60	N#Cc1cnc(Sc2nnc(-c3ccncc3)n2-c2ccccc2)nc1N	109.0	0.9
61	COC(=O)c1cc2c(s1)CN(C1CCCc3ccccc31)C2 (configuration not stated)	103.0	0.8
62	CCN1CCN(C(=O)C(C)NS(=O)(=O)c2ccc(OC)c(C)c2)CC1 (configuration not stated)	105.0	1.1
63	CN(C)CC/C=C1/c2ccccc2Sc2ccc(Cl)cc21	101.0	0.2
64	O=C(O)C1c2ccccc2-c2ccccc21	101.0	-0.1
65	CC1C/C(=N\NC(N)=O)CC(C)(C)C1 (configuration not stated)	100.0	-0.2
66	Cc1nn(CC(O)Cn2c3c(c4ccccc42)CCN(C)C3=O)c(C)c1Br (configuration not stated)	104.0	0.8
67	O=C(O)Cc1c(C(=O)O)[nH]c2ccccc12	94.0	-0.8
68	Cc1nn(S(=O)(=O)N(C)C)c(C)c1C	104.0	0.7
69	CC1(C)N=C(N)N=C(N)N1c1ccccc1	102.0	0.1
70	COC(=O)c1cc2c(cc1NC(=O)C1CCCN(S(=O)(=O)N3CCOCC3)C1)OCO2 (configuration not stated)	104.0	1.3

The list goes on; the last seven above are carried over.
nr	SMILES	Polio RdRp inh	Polio RdRp inh FP z-score
64	O=C(O)C1c2ccccc2-c2ccccc21	101.0	-0.1
65	CC1C/C(=N\NC(N)=O)CC(C)(C)C1 (configuration not stated)	100.0	-0.2
66	Cc1nn(CC(O)Cn2c3c(c4ccccc42)CCN(C)C3=O)c(C)c1Br (configuration not stated)	104.0	0.8
67	O=C(O)Cc1c(C(=O)O)[nH]c2ccccc12	94.0	-0.8
68	Cc1nn(S(=O)(=O)N(C)C)c(C)c1C	104.0	0.7
69	CC1(C)N=C(N)N=C(N)N1c1ccccc1	102.0	0.1
70	COC(=O)c1cc2c(cc1NC(=O)C1CCCN(S(=O)(=O)N3CCOCC3)C1)OCO2 (configuration not stated)	104.0	1.3
71	O=C(Nc1ccc2c(c1)S(=O)(=O)c1cc(NC(=O)C3CCCCC3)ccc1-2)C1CCCCC1	100.0	-0.7
72	COc1ccc(CCNC(=O)c2ccc3nc(CCc4ccccc4)oc3c2)cc1OC	99.0	-1.6
73	Cc1nn2c3ccccc3nc2c2ccccc12	100.0	0.1
74	Cc1cc(C)cc(NC(=O)COC(=O)C2CC3C=CC2C3)c1 (configuration not stated)	107.0	0.7
75	CC(=O)NCCc1nc2ccccc2n1CCc1ccccc1	102.0	-0.2
76	O=C(NCCN1CCOCC1)c1ccc(-n2c(=S)[nH]c3ccccc3c2=O)cc1	104.0	1.2
77	CCOC(=O)Cc1cc(C(=O)Nc2ccc(Br)cc2)sc1-c1ccc(C)cc1	107.0	0.6
78	O=C1CN(C(=O)c2cccs2)c2ccccc2N1	105.0	1
79	O=C(c1ccco1)N(Cc1cccnc1)c1nc2c(F)cccc2s1	112.0	1.1
80	CC1=C(C(=O)Nc2ccccc2C)C(c2sccc2C)n2ncnc2N1 (configuration not stated)	104.0	-0.4
81	CN(C)c1ccc(CNC(=O)C(Cc2ccccc2)n2cccc2)cc1 (configuration not stated)	103.0	0.6
82	COc1ccc2c(CNCCc3ccccc3Cl)c(C(=O)O)[nH]c2c1	102.0	-0.2
83	Cc1cc(C(=O)N2CCN(c3ccccc3)CC2)c(C)o1	99.0	-0.4
84	CCOc1ccccc1C(=O)N(Cc1ccc(N(C)C)cc1)Cc1ccco1	102.0	-1.3
85	O=C(c1cccc(F)c1)N1CCN(c2ccc3nncn3n2)CC1	101.0	-0.4
86	CCCNC(C)C(=O)Nc1ccccc1C (configuration not stated)	99.0&103.0	-0.1&0.5
87	O=C1CCCC2/C(=N/O)CCCC12 (configuration not stated)	103.0	0.4
88	CC1=C(C(=O)Nc2ccc(C)cc2C)C(c2ccc([N+](=O)[O-])cc2)n2ncc(C(=O)Nc3ccc(F)cc3)c2N1 (configuration not stated)	107.0	0.3
89	CCN(CC)c1ccc(-c2n[nH]c(=S)n2-c2ccccc2)cc1	99.0	-0.6
90	CN1C(=O)/C(=C\c2ccc(-c3ccccc3C(=O)O)o2)C(=O)N(c2ccccc2)C1=S	97.0	-0.8

Record cards (already shown). Values in the order: Polio RdRp inh | Polio RdRp inh FP z-score
CCN(CC)c1ccc(-c2n[nH]c(=S)n2-c2ccccc2)cc1 is listed with 99.0 | -0.6
CN1C(=O)/C(=C\c2ccc(-c3ccccc3C(=O)O)o2)C(=O)N(c2ccccc2)C1=S is listed with 97.0 | -0.8

New compounds follow.
nr	SMILES	Polio RdRp inh	Polio RdRp inh FP z-score
91	CN(C1CCCC1)C1CCN(C(=O)Nc2ccc(Cl)cc2)CC1	104.0	1.2
92	Cc1cc(C(=O)NCc2ccc(Cl)cc2)c2c(C)nn(-c3ccccc3)c2n1	102.0	-0.1
93	CCOc1ccc(NC(=O)C(CC(C)C)N2Cc3ccccc3C2=O)cc1 (configuration not stated)	111.0	0.9
94	CCOc1ccc(-c2ccc(NS(=O)(=O)c3cc(C)c(C)cc3C)cc2)nn1	109.0	0.6
95	CSc1ccc(Cl)c(C(=O)OCC(=O)c2ccccc2)c1	100.0	-0.5
96	O=C(CN(C(=O)C1CSC(=O)C1)c1ccccc1F)NC1CCCC1 (configuration not stated)	101.0	-0.3
97	CCOC(=O)C1=C(CNCc2ccccc2Cl)NC(=O)NC1c1ccc2c(c1)OCO2 (configuration not stated)	102.0	0.7
98	CCCCN(CC)S(=O)(=O)c1ccc2[nH]c(=O)cc(C(=O)NCCN3CCN(c4ccccc4F)CC3)c2c1	100.0	-0.2
99	Cc1ccc(OCC(=O)Nc2ccc3c(c2)nc(CCNC(=O)c2ccco2)n3C)cc1	108.0	0.5
100	CN1CCSC1=Nc1ccc(OC(F)F)cc1	101.0	-0.1
101	CCOc1ccc(N2C(=O)/C(=C/c3ccccc3)N(C)C2=S)cc1	100.0	-0.2
102	COc1ccccc1N1CCN(C(=O)C(CC(C)C)NC(=O)C2CCC(C)CC2)CC1 (configuration not stated)	102.0	0.4
103	Cc1cc(S(=O)(=O)NC2CCCCC2)ccc1OCC(=O)Nc1ccc2c(c1)OCO2	101.0	0.6
104	COC(=O)C(=C/C=C/c1cccs1)C(=O)OC	103.0	0.9
105	CS(=O)(=O)Cc1cccc(C(=O)Nc2sccc2C#N)c1	137.0	4.5
106	O=c1oc(=O)c2nc3c(=O)oc(=O)c3cc12	101.0	0.1
107	O=C(CCCn1c2ccccc2c(=O)c2ccccc21)Nc1ccc(F)cc1Cl	108.0	0.4

Screening data (PubChem BioAssay)
